TcdB inh: TcdB glycohydrolase inhibition | 350,000 tested, 0.24% active | P18177 | AID 652162 | TcdB glycohydrolase enzymatic assay, plate reader | inhibition, % at 9.99 µM; in the data active = inhibition above about 10%
Y pestis TopoI: Y. pestis Topo-I inhibition via cleavage products; Y. pestis Topo-I cleavage product accumulation, plate reader; activity, % at 10 µM; 360,000 tested, 0.064% active; AID 504884; in the data active = activity above about 50%, passing the limit was not always enough; note: inactives centre near 2
BioA inh: blocks M. tuberculosis BioA enzyme activity; 360,000 tested, 0.096% active; inhibition, % at 9.99 µM; AID 602481; purified M. tuberculosis BioA enzyme, plate reader; in the data active = inhibition above about 40%
UGM FP inh: Mtb UDP-galactopyranose mutase inhibition; P9WIQ1; purified UGM, fluorescence polarization probe displacement; inhibition, % at 10 µM; 320,000 tested, 0.06% active; in the data active = inhibition above about 10%, passing the limit was not always enough
Target sequence (P9WIQ1 whole entry, looked up): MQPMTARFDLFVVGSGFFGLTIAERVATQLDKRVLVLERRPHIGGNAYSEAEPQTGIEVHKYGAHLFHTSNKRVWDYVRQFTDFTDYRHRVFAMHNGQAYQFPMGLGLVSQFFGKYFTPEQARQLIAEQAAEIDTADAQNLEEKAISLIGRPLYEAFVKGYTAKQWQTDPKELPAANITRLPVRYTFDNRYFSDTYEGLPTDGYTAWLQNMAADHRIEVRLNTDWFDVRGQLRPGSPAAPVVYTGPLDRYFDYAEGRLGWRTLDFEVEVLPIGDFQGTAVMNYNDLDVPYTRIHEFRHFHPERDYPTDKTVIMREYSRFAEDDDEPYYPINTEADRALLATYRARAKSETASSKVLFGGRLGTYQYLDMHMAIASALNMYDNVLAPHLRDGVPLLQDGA
FBA Mtb inh: inhibits M. tuberculosis FBA enzyme; P9WQA3; AID 588726; purified M. tuberculosis FBA, fluorescence read-out; 360,000 tested, 2.3% active; inhibition, % at 1 µM; in the data active = inhibition above about 27%;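 note: 0% = vehicle and 100% = reference inhibitor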
Target sequence (P9WQA3 whole entry, looked up): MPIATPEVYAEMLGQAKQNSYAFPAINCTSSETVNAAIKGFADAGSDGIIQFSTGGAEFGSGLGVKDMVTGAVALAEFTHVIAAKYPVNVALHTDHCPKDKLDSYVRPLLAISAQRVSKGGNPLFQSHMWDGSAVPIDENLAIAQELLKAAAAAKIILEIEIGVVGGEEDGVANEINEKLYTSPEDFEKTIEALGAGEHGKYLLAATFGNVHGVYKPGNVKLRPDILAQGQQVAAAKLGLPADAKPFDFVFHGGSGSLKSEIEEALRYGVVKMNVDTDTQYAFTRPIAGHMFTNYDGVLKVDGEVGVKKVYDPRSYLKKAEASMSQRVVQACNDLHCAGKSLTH
Vc quorum ag: quorum light induction in luxS cqsA deficient V. cholerae; activation, % at 18.7 µM; V. cholerae BH1578 lux reporter, luminescence, 6 h; 350,000 tested, 0.16% active; in the data active = activation mostly above about 9.7%, no sharp cut-off; note: not every result past the cut was called active; inactives centre near 0; reference of the scale not given here
GDH-TPI inh: inhibits GDH-TPI coupling enzymes, artifact for Mtb FBA screen; 360,000 tested, 1.2% active; inhibition, % at 4.8 µM; GDH-TPI coupled enzyme counterscreen, NADH absorbance; in the data active = inhibition above about 30%;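 note: 0% = DMSO wells and 100% = wells lacking the enzyme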
FadD28 binding: inhibitors of Mycobacterium tuberculosis FadD28 bisubstrate binding; inhibition, % at 12.5 µM; AID 588549; 360,000 tested, 0.22% active; FadD28 bisubstrate probe binding, fluorescence polarization; in the data active = inhibition above about 8.5%, passing the limit was not always enough
PfHsp40 rescue: compounds rescuing yeast from Plasmodium falciparum HSP40 toxicity; 340,000 tested, 0.68% active; S. cerevisiae expressing PfHsp40, growth rescue, ATP luminescence; AID 504582; growth rescue, % at 12.5 µM; in the data active = growth rescue above about 28%, passing the limit was not always enough;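 note: yeast W303a lacking pdr1 and pdr3 grown in galactose medium; growth measured after three days at 30 °C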
* = called active by the depositor; i = inactive; x = no result given.

SMILES	TcdB inh	Y pestis TopoI	BioA inh	UGM FP inh	FBA Mtb inh	Vc quorum ag	GDH-TPI inh	FadD28 binding	PfHsp40 rescue
CCCc1cc(-c2n[nH]c(=S)n2C(C)c2ccccc2)cs1 (stereo unspecified)	x	34	3.0	2.0	-2	-3.7	-4	-4.0	10
Cc1cc(Cl)ccc1OCC(=O)NCCCn1ccnc1	0.3	-2	x	-1.5	-1	-0.2	12	-3.3	-0.1
CCOC(=O)c1nn(-c2ccc(Cl)cc2)cc1O	1.7	-5	-4.1	9.3	11	i	19	0.4	-1.1
O=C(CN1C(=O)CSc2ccc(S(=O)(=O)N3CCCCC3)cc21)NCc1ccccc1	1.1	16	-1.2	-0.7	1	-0.3	3	-1.2	-0.9
O=C(Nc1ccccc1Oc1cccnc1)C1CCCN(Cc2cccc(Cl)c2)C1 (stereo unspecified)	-0.7	13	3.3	1.0	0	i	-3	-4.5	-0.8
Cc1ccc(CS(=O)(=O)CCC(=O)NCc2ccc(F)cc2)cc1	-0.5	-6	x	0.7	-2	i	8	-2.3	0.0
Cc1ccnc2nc(C(=O)OCC(=O)N(Cc3ccccc3)C(C)C)nn12	3.3	2	-0.4	3.1	3	i	13	-1.4	0.2
O=C(COC(=O)c1cc(-c2cccs2)nc2ccccc12)NCc1ccco1	x	-2	x	-1.4	45*	0.0	8	-6.8	0.6
COc1cc(C2C(C(=O)C(C)(C)C)=C(O)C(=O)N2Cc2ccccc2)ccc1O (stereo unspecified)	-0.4	5	0.4	1.8	-2	0.8	14	0.8	-1.9
COc1ccc(CNC(=O)CCNS(=O)(=O)c2cc(Br)cnc2N)cc1	x	2	3.0	0.6	4	i	8	-1.1	1.4
Nc1cc(N)nc(SCC(=O)NCCC2=CCCCC2)n1	2.1	0	-0.1	1.8	-2	i	0	-1.3	0.7
COc1ccccc1/C=N/N=C(/N)N[N+](=O)[O-]	1.1	-1	4.9	0.0	-3	i	23	-1.9	0.0
O=c1cccccc1NN=C1CCCCCC1	0.0	7	x	4.2	2	-1.3	1	-1.1	1.3
CCCCOc1[nH]c2nc(-c3ccco3)n(Cc3ccco3)c(=N)c2c1C#N	x	-5	x	3.1	8	i	14	11*	-0.3
Cc1c(C)[n+](=O)c(-c2ccco2)c(C)n1[O-]	x	8	-0.5	2.2	0	-0.3	13	0.2	-1.4
Cc1ccc(C(=O)Nc2ccc(S(=O)(=O)N3CCOCC3)cc2)cc1C	2.7	-1	0.9	2.2	2	-0.4	17	-1.7	2.8
Cc1[nH]n(-c2ccccc2)c(=O)c1C(c1ccc(C(=O)O)cc1)c1c(C)[nH]n(-c2ccccc2)c1=O	-9.6	-3	x	-2.3	1	-3.7	-1	0.4	-1.0
CC(C)(C)C(=O)Nc1nnc(SCC(=O)NCc2cccs2)s1	x	0	3.6	-2.7	3	-9.1	-3	0.0	-2.0
CCOc1ccccc1N1CCN(C(=O)c2cc3c(C)cc(C)cc3[nH]2)CC1	0.7	8	-3.4	1.7	1	i	0	-2.2	2.8
COc1cc(OC)cc(C(=O)Nc2cccc(N3CCCC3)c2)c1	0.5	1	0.3	1.2	1	-5.0	3	-11	4.1
Cc1cc(Cl)ccc1OCC(=O)NCCCCc1ccccc1	x	8	0.9	-4.1	8	-0.2	-6	-2.4	8.7
O=C(O)CSCC(=O)NCc1csc2ccc(Cl)cc12	2.6	1	6.9	-0.9	3	-0.7	-7	-1.5	0.5
Cc1nc2ccc(NC(=O)c3cccs3)cc2s1	0.6	0	1.1	-2.2	0	-4.5	2	-4.6	37*
Cc1ccsc1-c1nc(CN(C)C(C2CC2)C2CC2)c(C)o1	-0.8	20	2.2	-1.6	1	-0.4	6	0.8	-0.9
O=C(Nc1cc2c(cc1Br)OCCO2)c1cccs1	x	6	0.9	-1.3	2	x	-7	-5.3	2.1

Brought forward from above: 7 entries, then new ones.
SMILES	TcdB inh	Y pestis TopoI	BioA inh	UGM FP inh	FBA Mtb inh	Vc quorum ag	GDH-TPI inh	FadD28 binding	PfHsp40 rescue
CCOc1ccccc1N1CCN(C(=O)c2cc3c(C)cc(C)cc3[nH]2)CC1	0.7	8	-3.4	1.7	1	i	0	-2.2	2.8
COc1cc(OC)cc(C(=O)Nc2cccc(N3CCCC3)c2)c1	0.5	1	0.3	1.2	1	-5.0	3	-11	4.1
Cc1cc(Cl)ccc1OCC(=O)NCCCCc1ccccc1	x	8	0.9	-4.1	8	-0.2	-6	-2.4	8.7
O=C(O)CSCC(=O)NCc1csc2ccc(Cl)cc12	2.6	1	6.9	-0.9	3	-0.7	-7	-1.5	0.5
Cc1nc2ccc(NC(=O)c3cccs3)cc2s1	0.6	0	1.1	-2.2	0	-4.5	2	-4.6	37*
Cc1ccsc1-c1nc(CN(C)C(C2CC2)C2CC2)c(C)o1	-0.8	20	2.2	-1.6	1	-0.4	6	0.8	-0.9
O=C(Nc1cc2c(cc1Br)OCCO2)c1cccs1	x	6	0.9	-1.3	2	x	-7	-5.3	2.1
CC[n+]1c(/C=C/N(C)c2ccccc2)oc2ccc(Cl)cc21	-3.5	4	11	1.6	-5	-0.2	46*	1.8	-1.4
O=C(CSc1ccc(C(F)(F)F)cc1[N+](=O)[O-])Nc1ccccc1	-0.3	3	-0.9	2.8	-2	i	14	-0.4	-0.8
CCOCCCNC(=O)c1ccccc1OC1CCN(S(C)(=O)=O)CC1	-0.4	-9	x	2.5	-1	-1.4	-8	-2.9	-0.1
Nc1nc(N2CCOCC2)cc(=O)[nH]1	x	1	x	1.3	0	-1.7	7	-0.2	-2.0
COc1ccc(-n2c(=O)c3ccccc3n(CC(=O)NC3CCCC3)c2=O)c(OC)c1	x	4	-1.7	0.0	0	7.1	1	-2.6	-1.0
COc1ccc(S(=O)(=O)N2CCCCCC2)cc1C(=O)N(C)CC(=O)Nc1c(Cl)cccc1Cl	-0.1	9	x	-1.5	0	10	7	-5.0	-0.5
CC1CCN(C(=O)c2ccc(NC(=O)C3CCCO3)cc2)CC1 (stereo unspecified)	x	7	x	1.1	3	i	-7	-1.1	-0.6
CCOc1ccc(Cc2nnc(SCC(=O)Nc3c(C)cccc3C)[nH]c2=O)cc1	0.8	-6	x	-0.1	7	2.0	11	-2.0	-0.2
COc1ccccc1N1CCN(S(=O)(=O)CCNC(=O)C2CCCC2)CC1	0.2	-1	-0.8	1.8	4	-0.8	0	-1.5	-0.5
COc1cc(OC)nc(NC(=O)CCl)n1	x	3	-0.7	-0.1	2	x	-3	0.6	-1.4
COC(=O)c1c(NC(=O)CC2SC(N)=NC2=O)sc2c1CCCC2 (stereo unspecified)	2.3	26	x	3.0	0	1.4	13	-4.8	-0.3
Cc1nc2ccccc2nc1NS(=O)(=O)c1ccc(N)cc1	0.4	-3	-0.4	4.5	7	-0.5	16	-1.7	-0.8
COc1cccc(C(NC(C)=O)c2nc(-c3ccc4ccccc4c3)cs2)c1 (stereo unspecified)	-8.0	7	-1.1	x	-2	0.9	-3	-4.3	x
CCOc1ccc(C(=O)NC2C(=O)N3C(C(=O)O)=C(COC(C)=O)CSC23)cc1OCC (stereo unspecified)	0.9	-2	3.1	x	0	i	6	-0.6	-0.1
Cc1nonc1CN(C)C(=O)CC1C(=O)NCCN1Cc1ccccc1F (stereo unspecified)	0.7	4	-1.1	-0.3	2	-0.4	-5	1.9	-1.6
CCN(CC)S(=O)(=O)c1ccc(N/N=C/c2ccc(O)cc2O)nc1	x	-19	x	3.5	-2	-0.3	40*	2.0	-0.2
Cc1c(/C(O)=C2/C(=O)C(=O)N(CCN3CCOCC3)C2c2cccs2)cnn1-c1ccccc1 (stereo unspecified)	x	1	1.0	-2.4	0	i	9	-3.6	0.4
Cc1ccc(S(=O)(=O)N(C)c2ccc(C(=O)NCC(c3cccs3)N3CCOCC3)cc2)cc1 (stereo unspecified)	-0.9	4	0.3	-1.5	0	-0.3	-2	-4.9	2.0
COc1ccc(CN2C[C@@H](CO)O[C@@H](n3cnc4c(N5CCN(c6ccccc6)CC5)ncnc43)C2)cc1	0.4	25	1.2	x	-1	i	5	-0.1	x
O=C(NC(=S)NNC(=O)c1ccc(Cl)cc1Cl)c1cccnc1	x	-4	3.7	x	-2	2.4	2	0.8	0.5
COc1ccc(C(CNC(=O)C2CC2)N(C)C)cc1 (stereo unspecified)	1.7	2	-0.7	0.2	0	-1.6	6	-0.7	-0.5
COc1ccc(CN(C)S(=O)(=O)c2nnc(NC(=O)c3ccccc3OC)s2)cc1OC	1.9	-6	-2.3	3.5	-1	-0.2	1	-0.1	-3.0
O=C1CN(C(=O)COC(=O)c2ccc([N+](=O)[O-])s2)c2ccccc2N1	x	-7	x	-5.1	-4	i	10	-3.9	-2.5
CC(C)c1ccc(NC(=O)C2=NNC(=O)CC2)cc1	-0.2	5	x	1.3	-2	0.1	0	-0.5	0.7
Cc1cc(NC(=O)c2ccc(Cn3cc([N+](=O)[O-])cn3)o2)no1	0.7	1	-1.7	-0.5	0	i	-1	-2.9	-0.5
(continued)
SMILES	TcdB inh	Y pestis TopoI	BioA inh	UGM FP inh	FBA Mtb inh	Vc quorum ag	GDH-TPI inh	FadD28 binding	PfHsp40 rescue
O=C(Nc1nc(-c2ccccc2)c(-c2ccccc2)s1)c1ccc(S(=O)(=O)N2CCCC2)cc1	x	-12	-1.8	-0.2	3	i	15	-0.4	-0.7
O=C(CNc1cccc(S(=O)(=O)N2CCOCC2)c1)N1CCc2ccccc21	0.5	8	-0.6	x	3	-0.3	3	-2.3	3.4
CCOC(=O)CCC(=O)Nc1cccc([N+](=O)[O-])c1	x	1	1.0	-2.8	-3	0.3	1	-1.1	-0.9
Nc1ccc(S(=O)(=O)NCC2CCCCO2)cc1 (stereo unspecified)	-0.2	6	-0.5	x	-1	i	-4	0.1	-1.6
C=CCNC(=O)/C(=C\c1ccco1)NC(=O)c1ccco1	1.6	-3	-1.8	0.5	59*	-0.7	14	-2.5	1.2
Cc1ccc(CNC(=O)COC(=O)c2ccc(S(=O)(=O)N(C)C)cc2)cc1	0.2	3	-1.1	-0.4	0	-0.3	0	-1.1	0.3
COc1ccc(-c2c(-c3cc(OC)cc(OC)c3)n(C)c3ccc(-c4ccc(OC)c(F)c4)cc23)cc1	-0.2	1	-1.3	-2.5	5	i	9	-1.7	-0.5
O=C(Nc1ccccc1)c1cc(S(=O)(=O)N2CCOCC2)cs1	x	4	-0.4	1.5	-1	i	6	0.2	-0.9
CC1(c2ccc(Cl)cc2Cl)OCC(Cn2ccnc2)O1 (stereo unspecified)	x	14	2.1	-4.1	8	-0.3	6	0.9	-0.8
CSc1nc(N)nc2c1ncn2CC(=O)NCCCN1CCCC1=O	1.8	9	0.0	-2.1	3	i	7	-0.2	-0.2
Cc1cc(C)c2c(n1)sc1c(-c3ccccc3)c(C#N)c(N)nc12	x	-8	x	-0.3	11	-0.2	4	-1.6	0.3
CC(C)n1nnnc1-c1ccc(Cl)cc1	0.2	9	-0.5	-1.5	-1	-0.5	-5	-0.5	-1.2
COc1cc(S(=O)(=O)N2CCOCC2)ccc1NC(=O)COc1ccc(N(C)S(=O)(=O)c2ccc(C)cc2)cc1	-0.2	27	x	0.1	-2	-0.1	-5	-8.6	0.5
Nc1nc(CSc2nnnn2-c2ccc(F)c(Cl)c2)nc(N2CCOCC2)n1	x	5	-2.8	1.9	2	i	-4	0.0	0.5
O=C(c1cccnc1)c1cccnc1	1.7	-7	x	x	4	-2.1	10	-0.5	-0.4
CC(C)(C)C(=O)/C=C/Nc1ccccc1O	x	-14	0.4	-0.6	2	-0.5	24	1.0	0.0
Cc1ccc2cccc(Oc3cnccn3)c2n1	x	4	-1.8	-1.4	8	-1.5	4	-1.7	0.0
O=C1C=C(c2cccc3c2sc2ccccc23)C[C@@H](c2ccc(Cl)cc2)C1	0.7	-1	-0.6	1.4	2	-0.3	8	-0.7	0.8
COc1cccc(CNC(=O)CCCC(=O)NC(C)CCc2ccccc2)c1 (stereo unspecified)	2.8	3	0.4	-0.5	2	i	-7	-0.4	-0.1
CCOc1cc2c(cc1C=O)OC(C)C2 (stereo unspecified)	0.8	4	2.4	2.5	12	0.4	-9	1.0	0.3

High-throughput results from PubChem BioAssay.
